HCV core inhibition = blockers of core106 self-association – biochemical, TR-FRET, triplicate, confirmation (AID 2152); TR-FRET GST-/Flag-core106 dimerization, HTRF; hits give high values; inhibition, % at 5 µM; hit rate 1% among 2,300;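 active = mean inhibition over three replicate wells above the hit threshold derived in the earlier primary screen, cut at about 45% in these data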;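 also: 0% = DMSO wells and 100% = unlabelled core106 competitor control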
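Material: GST- and Flag-tagged HCV core106 peptides, dimerization via antibody TR-FRET. Medium: HEPES/KF buffer, pH 7.45. Doses: one 5 µM dose, 0.5% DMSO. Times: 4 h incubation, 22.5 °C. Detection: TR-FRET, excitation 340 nm, emission 671 and 617 nm. Measure: percent inhibition from emission ratio. Controls: unlabelled core106 and DMSO wells.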
The depositor's hits bear a star. A portion of the library, so the mix of outcomes need not match the whole.

SMILES	HCV core inhibition
O=C(NCc1ccco1)c1ccc(S(=O)(=O)N2CCOCC2)cc1	-1
Cc1ccc(C(=O)N/N=C/c2cccc(OC(=O)/C=C/c3ccco3)c2)cn1	-6
CS(=O)(=O)c1sc2nc(-c3cccs3)cc(-c3ccccc3)c2c1N	-11
CN(C)S(=O)(=O)c1ccc2nc(NC(=O)c3cccnc3)sc2c1	-3
Cc1cccc2c1N(C(=O)CN1C(=O)c3ccccc3C1=O)C(C)(C)c1ssc(=S)c1-2	3
CCOc1ccc(-n2c([S-])c(C(=O)Nc3ccc(S(=O)(=O)N4CCOCC4)cc3)[n+]3cc(C(N)=O)ccc23)cc1	13
CCOc1ccc(OCC)c(NC(=O)c2[nH]c(C)c(C(C)=O)c2C)c1	22
CCc1cc(=O)oc2cc(C)c(CN3CCCC3)c(O)c12	1
Cc1cccc2sc(NNC(=O)c3ccc(S(=O)(=O)N4CCc5ccccc5C4)cc3)nc12	5
CC(=O)c1c(C)[nH]c(C(=O)OCC(=O)Nc2ncc(Cl)c(C)c2Cl)c1C	-1
Cc1ccc(S(=O)(=O)N/N=C/c2ccc(OS(=O)(=O)c3ccc(C)c([N+](=O)[O-])c3)cc2)cc1	-6
O=C(Nc1nc(-c2ccco2)c(-c2ccco2)s1)c1cnccn1	11
COC(=O)c1ccc(C2Nc3ccc(/C(C)=N/NC(=O)C(OC)c4ccccc4)cc3C3C=CCC32)cc1 (centres undefined)	31
COc1ccc(CC(=O)NCc2ccc3c(c2)cc(C)n3C)cc1	-14
O=C1c2ccccc2C(Nc2ccc(S(=O)(=O)N3CCCCCC3)cc2)N1c1ccccn1 (centres undefined)	-1

Reprinted from the part before: 2 compounds, followed by the next part.
SMILES	HCV core inhibition
COc1ccc(CC(=O)NCc2ccc3c(c2)cc(C)n3C)cc1	-14
O=C1c2ccccc2C(Nc2ccc(S(=O)(=O)N3CCCCCC3)cc2)N1c1ccccn1 (centres undefined)	-1
CCOc1ccccc1N/C(=C(/C(Cl)=C(Cl)Cl)[N+](=O)[O-])n1cncn1	-2
COc1ccc(S(=O)(=O)NNC(=O)c2ccc(-n3c(C)ccc3C)cc2)cc1	3
Cc1cccc[n+]1C1C(c2ccccc2)C(C#N)=C(C(=C=[N-])C#N)NC1(O)C1CC1 (centres undefined)	-4
CNc1ccc([N+](=O)[O-])cc1-c1nc2ccccc2[nH]c1=O	8
Cc1ccccc1Nc1nnc(SCC(=O)NCc2ccco2)s1	-1
Cc1ccc(C2CC(c3cccs3)=NN2C(=O)c2ccc(Br)o2)cc1 (centres undefined)	-1
Nc1cccc(C2=Nc3cccc4cccc(c34)N2)c1	16
COc1ccc(N2CC(C(=O)Nc3nnc(SCC(=O)NCc4ccco4)s3)CC2=O)cc1 (centres undefined)	-6
O=c1oc2ccc(Cl)cc2cc1-c1nnc(Nc2cccc(C(F)(F)F)c2)s1	-8
CSCCOC(=O)c1[nH]c2c(c1C)C(=O)CC(c1ccco1)C2 (centres undefined)	3
CCCCc1nc(NCCNC(=O)c2ccccc2)c(C#N)c2c1CSC(C)(C)C2	-4
O=S1(=O)c2cccc3cccc(c23)N1Cc1nnc(-c2ccccc2Br)o1	0
Cn1c2ccccc2c2cc(C(=O)NNS(=O)(=O)c3ccc(F)cc3)sc21	-3
Brc1ccc2nc(-c3c[nH]c4ccccc34)cn2c1	9
Cc1ccc(-c2n[nH]c(=S)n2/N=C/C=C\c2ccccc2[N+](=O)[O-])cc1	1

The listing continues:
SMILES	HCV core inhibition
O=C(C1=C[C@@H]2[C@H]3C(=O)N(c4cccc(Cl)c4)C(=O)[C@H]3[C@@H](C(=O)c3ccc(Cl)cc3)N2C=C1)c1ccccc1	16
Cc1ccc(/C=C2\CCC3=C2OC(N)=C(C#N)C3c2ccc(C)cc2)cc1 (centres undefined)	11
Cc1cccc(C)c1OCC(=O)Nc1oc(-c2ccccc2)c(-c2ccccc2)c1C#N	-4
COc1ccc([N+](=O)[O-])cc1NC(=O)c1cn(-c2ccc(C)c(C)c2)c(=O)c2ccccc12	4
C1CCC(c2nn3c(-c4n[nH]c5c4CCC5)nnc3s2)CC1	2
COc1ccc(-n2c(-c3cccc(OC)c3)nc(=S)c3c2CCCC3)cc1	42
O=C(Nc1nc2ccc(F)cc2s1)C1CCN(S(=O)(=O)c2cc([N+](=O)[O-])ccc2Cl)CC1	7
N#Cc1c(Sc2ncc(C(F)(F)F)cc2Cl)nsc1C/C=N\OCc1c(F)cccc1Cl	-12
CCS(=O)(=O)N1Cc2ccccc2CC1C(=O)Nc1nnc(SCc2ccc(C#N)cc2)s1 (centres undefined)	5
S=c1nc(-c2ccccc2)[nH]c2ccc(Br)cc12	12
Cc1nc2nc(SCC(=O)NCCCN3CCCCCC3)nn2c(C)c1Cc1ccccc1	13
O=C1CC(/C=C/c2ccco2)=Nc2ccccc2N1	11
O=C1C2C3C=CC(C4CC34)C2C(=O)N1/N=C/c1ccc(-c2cccc([N+](=O)[O-])c2)o1 (centres undefined)	-2
CC[C@H](C)/C=C(C)/C=C/C(=O)Cc1cc(O)c(C)c(O)c1C=O	23
Cc1ccc2nc(N3CCN(S(=O)(=O)c4ccc5c(c4)OCCO5)CC3)c(C#N)cc2c1	15

More compounds follow.
SMILES	HCV core inhibition
O=c1c(O)c(-c2ccc3c(c2)OCO3)oc2ccccc12	-4
Cc1ccc(-n2nc(-c3cccnc3)cc2C(=O)N2CCOCC2)c(C)c1	0
C=C(C)CN(CC)c1nc(N)c2c(N)nc3c(c2c1C#N)CC(=O)N3C12CC3CC(CC(C3)C1)C2	-7
Cc1ccc(N2C(=O)N3[C@H](c4ccc(F)cc4)[C@@H]4C(=O)N(C5CCCCC5)C(=O)[C@@H]4[C@]3(Cc3ccccc3)C2=O)cc1	-2
N#Cc1ccccc1CSc1nc2ccc(NC(=O)c3ccccc3C(=O)O)cc2s1	1
Cc1ccc2nc3c(cc(C(=O)NCc4ccco4)c(=N)n3Cc3ccco3)c(=O)n2c1	-1
Nc1nc(-c2ccco2)c(-c2ccco2)s1	-13
Cc1ccc2occ(C3NC(C(=O)O)CS3)c(=O)c2c1 (centres undefined)	-2
Cn1c2ccccc2c(=O)c2c(=O)n(Cc3ccco3)c(COc3ccccc3)nc21	23
C=CCn1c(O)c(N=NC(=O)CNC(=O)/C=C/c2ccco2)c2ccccc21	-6
O=C(Cc1cccs1)Nc1ccc(S(=O)(=O)N2CCCCC2)cc1	18
C=CCn1c(=O)c2ccc(C(=O)NCc3ccccc3)cc2n(Cc2cccc(Cl)c2)c1=O	0
Cc1cc(C)n2c(SC/C(O)=C(\C#N)c3nc4ccccc4[nH]3)nnc2n1	36
O=C(COC(=O)c1ccc(-c2ccc([N+](=O)[O-])cc2)o1)NC(=O)NC12CC3CC(CC(C3)C1)C2	1
Cc1c(Cl)ccc2c1NC(=O)[C@]21[C@@H]2C(=O)N(Cc3ccccc3)C(=O)[C@@H]2[C@@H]2CCCN21	-1

Remaining list, next part:
SMILES	HCV core inhibition
CC(=O)OCCCNc1cc(SCc2ccco2)c2nonc2c1[N+](=O)[O-]	-16
O=C1CC(c2ccco2)Cc2nc(N3CCc4ccccc4C3)ncc21 (centres undefined)	1
CC1(OC(=O)CCc2ccccc2)C(=O)C=C2C=C(c3ccc(C#N)cc3)N(c3ccccc3)C=C2C1=O (centres undefined)	1
COc1ccc(C2C(C#N)=C(N)Oc3n[nH]c(C)c32)cc1Cn1nc(C)c([N+](=O)[O-])c1C (centres undefined)	0
Cc1ccc(/C=C/C(=O)Nc2sc3c(c2C#N)CCCC3)o1	-4
COc1ccccc1N1CCN(CC(=O)Nc2sccc2C#N)CC1	-3
Cc1cc(C)cc(NC(=O)CSc2nc3c(oc4ccccc43)c(=O)n2-c2ccccc2)c1	2
Cc1cc(/C=C2\SC(=Nc3ccc(F)cc3)NC2=O)c(C)n1-c1ccc(S(N)(=O)=O)cc1	1
N#C/C(=C\c1ccc(-c2ccccc2)cc1)c1nc(-c2ccco2)cs1	-11
O=C(COC(=O)c1cc(-c2ccc(Cl)s2)nc2ccccc12)NCc1ccco1	-3
NS(=O)(=O)c1ccc(NC(=O)c2ccc(S(=O)(=O)N3CCc4ccccc43)cc2)cc1	31
CC(C)c1cc(Nc2cccc(O)c2)cc(C(C)C)c1O	6
Cn1nc(-c2ccc(Cl)cc2)nc2c(=O)n(C)c(=O)nc1-2	3
O=C(/C=C/c1ccc(O)c(O)c1)c1ccc(S(=O)(=O)N2CCCCCC2)cc1	3
CN1C(=O)c2c(sc3c2CCCC3)NC1c1ccccc1O (centres undefined)	2

Remaining list, next part.
SMILES	HCV core inhibition
O=C(NCc1ccc(Cl)cc1)c1cc2c(nc3sccn32)s1	11
N#Cc1c(NC(=O)CSc2nnc(-c3ccco3)n2-c2ccccc2)sc2c1CCC2	3
O=C(/C=C/c1ccc(Br)cc1)NC1CCCCCC1	-16
CCc1ccc(OCC(=O)Nc2ccc(-c3nc4ccccc4o3)c(O)c2)cc1	-2
O=C1NC(=Nc2ccc3ccccc3c2)S/C1=C/c1ccco1	10
N#C/C(=C(/O)COC(=O)c1ccc2c(c1)OCCO2)c1nc2ccccc2[nH]1	-1
COc1ccccc1NS(=O)(=O)c1cc(NC(=O)Nc2ccc(Cl)cc2Cl)ccc1N1CCCCC1	-5
COc1cccc(C2C(C#N)=C(N)OC3=C2C(=O)CC(c2ccco2)C3)c1OCc1ccc(F)cc1 (centres undefined)	4
O=C(/C=C/c1ccc(-c2ccccc2[N+](=O)[O-])o1)c1ccco1	-5
COc1cc(NC(=O)CSc2ccc(-c3ccco3)nn2)cc(OC)c1	-2
NC(=O)[C@H]1CC2(CC(c3cccc(NC(=O)CC(c4ccccc4)c4ccccc4)c3)=NO2)CN1C(=O)c1ccccc1C(=O)c1ccccc1 (some centres undefined)	14
Cc1ccc(Cc2c(C)nc3nc(SCC(=O)NCCCN4CCCCCC4)nn3c2C)cc1	90*
O=C(CCc1nc(-c2ccccc2)no1)NCc1ccco1	-4
O=C1Nc2cc(C(=O)N3CCN(c4ccccc4F)CC3)ccc2NC1CSCc1ccccc1F (centres undefined)	22
N#CC1(Cc2ccc([N+](=O)[O-])cc2)c2ccccc2C=CN1C(=O)c1ccccc1 (centres undefined)	-2

Ordered by formula weight (descending): part of the list above
SMILES	HCV core inhibition
NC(=O)[C@H]1CC2(CC(c3cccc(NC(=O)CC(c4ccccc4)c4ccccc4)c3)=NO2)CN1C(=O)c1ccccc1C(=O)c1ccccc1 (some centres undefined)	14
O=C1Nc2cc(C(=O)N3CCN(c4ccccc4F)CC3)ccc2NC1CSCc1ccccc1F (centres undefined)	22
Cc1ccc(Cc2c(C)nc3nc(SCC(=O)NCCCN4CCCCCC4)nn3c2C)cc1	90*
N#CC1(Cc2ccc([N+](=O)[O-])cc2)c2ccccc2C=CN1C(=O)c1ccccc1 (centres undefined)	-2
N#C/C(=C(/O)COC(=O)c1ccc2c(c1)OCCO2)c1nc2ccccc2[nH]1	-1

The results go on.
SMILES	HCV core inhibition
Cc1cccn2c(=O)c(/C=C(\C#N)S(=O)(=O)c3ccccc3)c(N3CCN(c4ccccc4)CC3)nc12	0
N#Cc1ccsc1NC(=O)CSc1ncnc2ccccc12	10
CN(CCC#N)C(=O)COC(=O)c1c2c(nc3ccccc13)/C(=C/c1ccco1)CC2	-5
CCc1cc2c(SCC(=O)NC(=O)c3cccn3C)ncnc2s1	-2
O=C(COC(=O)c1ccccc1)NCc1ccco1	-4
Cc1cc(N2C(=O)C(O)=C(C(=O)c3ccc(C)o3)C2c2ccc(OCc3ccccc3)cc2)no1 (centres undefined)	9
Cc1cc2c(s1)c1cnn(CC(=O)NCCc3ccccc3)c(=O)c1n2C	-1
CCCCC1=CC2=C(c3ccco3)C(=O)C(C)(OC(=O)c3ccc(OC)cc3)C(=O)C2=CN1c1ccccc1 (centres undefined)	6
c1ccc(-c2nnc3sc(-c4csc5c4CCCC5)nn23)cc1	5
COc1cc(OC)cc(N(C(=O)c2snc(C(N)=O)c2N)C(C(=O)NCC2CCCO2)c2ccc(C)o2)c1 (centres undefined)	-1
CCN(CC)C(=O)CSc1nc2ccc(NC(=O)CSc3nnc(N)s3)cc2s1	-2
COc1cc2c(=O)n(Cc3ccco3)c(=O)n(CC(=O)c3cccc(Br)c3)c2cc1OC	3
Cc1ccc(-c2noc(C3CCCN(S(=O)(=O)c4ccc5ccccc5c4)C3)n2)o1 (centres undefined)	-4
N#Cc1c(NC(=O)CSc2ncnc3sccc23)oc(-c2ccco2)c1-c1ccco1	7
Cc1ccccc1-n1nc2c(c1NC(=O)/C=C\c1ccc3c(c1)OCO3)CSC2	3

(further entries)
SMILES	HCV core inhibition
COc1ccc(N2Cc3cccc(C(=O)O)c3C2=O)cc1	1
CCOC(=O)C1CCN(Cc2cc(=O)n3c(-c4ccccc4)csc3n2)CC1	-8
Cc1ccc(S(=O)(=O)NCC(=O)OCC(=O)c2ccc(Br)s2)cc1	22
COc1ccc(N2Cc3cccc(C(=O)N4CCN(C(=O)c5ccco5)CC4)c3C2=O)cc1	20
CC[n+]1c(/C=C2\C=C(C)CC(C)C2)sc2ccccc21 (centres undefined)	-4
CC(OC(=O)Cc1coc2ccc3ccccc3c12)C(=O)Nc1ncc(Cl)cc1Cl (centres undefined)	-1
O=C1/C(=C/c2ccc(C(=O)O)cc2)CCC/C1=C\c1ccc(C(=O)O)cc1	-5
Cc1ccccc1-c1cc(C(=O)N2CCCC2)c2ccccc2n1	0
CC1Cc2ccccc2N1Cc1cc(=O)n2ccsc2n1 (centres undefined)	3
COc1cccc(-n2c(C)c3c(OC)cccc(=O)c3c2C)c1	-1
O=C(CSc1nn(-c2ccc(F)cc2)c(=S)s1)NC(=O)NCc1ccco1	-7
CCc1c(O)cc(=O)n(-c2ccccc2)c1-c1ccccc1	1

Screening results deposited in PubChem BioAssay by The Scripps Research Institute Molecular Screening Center.
